Growth percent in the NCI-60 one-dose screen (48 h, 10 µM unless noted): 100 = growth as untreated, 0 = no growth, -100 = all killed.
PC-3: PC-3 prostate cancer cells; AID 1794754; 80,000 tested, 3.9% active
SF-295: SF-295 CNS cancer cells; 79,000 tested, 5.6% active
SF-268: SF-268 CNS cancer cells. 82,000 tested, 3.1% active
DU-145: DU-145 prostate cancer; 81,000 tested, 4.2% active
HCC-2998: HCC-2998 colon cancer; 79,000 tested, 4.7% active
SF-539: SF-539 CNS cancer; 81,000 tested, 6.8% active
SNB-19: SNB-19 CNS cancer cells. 81,000 tested, 2.5% active. AID 1794751
U251: U251 CNS tumor cells. 80,000 tested, 5.4% active. AID 1794753
SNB-75: SNB-75 CNS cancer. 79,000 tested, 5% active. AID 1794750
Active calls of the source: *; nt = no result given; [ ] = another dose, or the depositor's remark. How the source made its calls: active means growth percent below 10; inactive means the rest.

No. | Compound | PC-3 | SF-295 | SF-268 | DU-145 | HCC-2998
1 | CCN(CC)c1cc(/C=C/c2ccc(OC)c(OC)c2)nc2cc(Cl)c(Cl)cc12 | 100 | nt | 114 | 105 | 116
2 | C=CCSC(CC)(CC)C(=O)NC | 101 | 105 | 112 | 120 | 102
3 | COc1ccc(Nc2nnc(-c3ccc(OC)c(OC)c3)o2)cc1 | 71 | 101 | 81 | 91 | 120
4 | CC(C)NC(=O)c1cc(-c2ccc(NC(=O)Nc3cc(C(F)(F)F)cc(C(F)(F)F)c3)cc2)nc2cccnc12 | 64[8.25 µM] | 83[8.25 µM] | 98[8.25 µM] | 106[8.25 µM] | 113[8.25 µM]
5 | CN(C)CCN1C(=O)CC(c2ccccc2)Sc2ccccc21 (configuration not stated) | 99 | 122 | 101 | 122 | 112
6 | C1=C(c2ccccc2)C(c2ccc(OCCN3CCCCC3)cc2)Oc2ccccc21 (configuration not stated) | 61 | 53 | 62 | 77 | 34
7 | CCOC(=O)C1CN(Cc2ccccc2)CCC1=O (configuration not stated) | 98 | 104 | 106 | 116 | 94
8 | COCCOC(=O)C1=C(C)NC(=O)NC1c1ccc2c(c1)OCO2 (configuration not stated) | 99 | 98 | 98 | 108 | 101
9 | CCOC(CN=Cc1cc(C)c2[nH]c3ccccc3c2c1C)OCC | 101 | 92 | 92 | 101 | 113
10 | c1ccc(Cc2[nH]nc(-c3n[nH]c(Cc4ccccc4)c3-c3ccccc3)c2-c2ccccc2)cc1 | 92 | 105 | 106 | 107 | 117
11 | CNC(=S)c1ccc(-c2cnc3ncc(Cc4ccc5ncccc5c4)n3n2)cc1F | 79 | 60 | 70 | 97 | 116
12 | CCOC(=O)Nc1ccc(F)cc1 | 95 | 97 | 104 | 114 | 102
13 | NC(Cc1ccc(O)cc1)C(=O)N/N=C/c1ccccc1Cl (configuration not stated) | 95 | 98 | 110 | 112 | 101
14 | CCCCCCCCSC(=O)n1cc(F)c(=O)[nH]c1=O | 76 | 93 | 86 | 59 | 30
15 | CC(=O)Nc1ccc(-c2cn(-c3cccc(C(=O)Nc4ccc(F)c(C(F)(F)F)c4)c3)nn2)cn1 | 43 | 29 | 69 | 42 | 62

No. | SF-539 | SNB-19 | U251 | SNB-75
1 | 92 | 103 | 96 | 85
2 | 103 | 102 | 101 | 89
3 | 92 | 98 | 93 | 98
4 | 90[8.25 µM] | 98[8.25 µM] | 97[8.25 µM] | 75[8.25 µM]
5 | 99 | 103 | 108 | 94
6 | 72 | 54 | 38 | 56
7 | 107 | 106 | 96 | 70
8 | 101 | 96 | 98 | 90
9 | 100 | 92 | 90 | 89
10 | 97 | 103 | 104 | 90
11 | 82 | 79 | 93 | 74
12 | 98 | 98 | 103 | 92
13 | nt | 95 | nt | 92
14 | 35 | 75 | 84 | 91
15 | 23 | 44 | -48* | 119

Following part.
No. | Compound | PC-3 | SF-295 | SF-268 | DU-145 | HCC-2998
16 | O=C1NN(c2ccccc2)C(c2ccccc2)=N/C1=C\c1cn(-c2ccccc2)nc1-c1ccccc1 | 95 | 100 | 106 | 115 | 117
17 | Nc1ncnc2c1ncn2CCO | 99 | 97 | 105 | 112 | 110
18 | COc1cc(C2CC(c3cccc(Nc4ccncc4)c3)=NN2c2ccc(Cl)cc2)cc(OC)c1OC (configuration not stated) | -22* | -55* | 45 | -18* | -36*
19 | C=CN(C)S(C)(=O)=O | 17 | 8.2* | 37 | 19 | 53
20 | OC(CCCC(O)c1ccccc1)c1ccccc1 (configuration not stated) | 91 | 126 | 101 | 122 | nt
21 | CC(=O)c1c(O)c2ccc(Cl)cc2[nH]c1=O | 86 | 110 | 101 | 115 | 104
22 | COc1cc2c(cc1OC)[C@H](c1ccc3c(c1)OCO3)[C@@H](C)C(C)=C2 | nt | 100 | 99 | 104 | 102
23 | O=[N+]([O-])c1cccc(C2NC3=C(NNC(=S)O3)c3c2sc2c(F)cccc32)c1 (configuration not stated) | 94 | 107 | 93 | 107 | 120
24 | CCCCCCC(=O)CCC(=O)CCCCCCCC(=O)O | 98 | nt | 100 | 111 | 104
25 | N#Cc1c(-c2cccc(Cl)c2Cl)cc(-c2c[nH]c3ccccc23)[nH]c1=O | 26 | 52 | 90 | 68 | 88
26 | CCOC(=O)c1cc2nc(OCC)nc(OCC)c2[nH]1 | 87 | 117 | 120 | 124 | 117
27 | CCCN1C(=C(C#N)C#N)Sc2c1nc(C)[nH]c2=O | 99 | 104 | 102 | 123 | 108
28 | Cc1ccc(S(=O)(=O)CCc2nc(S(=O)(=O)c3ccc(C)cc3)c(NCCCN3CCOCC3)o2)cc1 | 86 | 94 | 92 | 101 | 108
29 | Cc1[nH]c2ncnc(Nc3ccc(NC(=O)Nc4ccc(Cl)cc4)cc3)c2c1C | 90 | 95 | 88 | 82 | 111
30 | Cc1ccc(S(=O)(=O)Nc2ccc(-c3ccc4c(c3)NC(=O)/C4=C\c3ccc[nH]3)cc2)cc1 | 80 | 94 | 111 | 66 | 106

No. | SF-539 | SNB-19 | U251 | SNB-75
16 | 96 | 96 | 95 | nt
17 | 99 | 96 | 104 | 100
18 | 68 | 58 | -53* | 26
19 | 4.9* | 50 | 19 | 33
20 | 98 | 102 | 103 | 89
21 | 93 | 107 | 94 | 104
22 | 91 | 87 | 83 | 85
23 | 95 | 101 | 109 | 90
24 | 99 | 102 | 94 | 82
25 | 68 | 77 | 69 | 80
26 | 106 | 95 | 106 | 91
27 | 98 | 93 | 96 | 59
28 | 99 | 102 | 98 | 72
29 | 74 | 96 | 89 | 90
30 | 94 | 95 | 77 | 96

Additional entries follow.
No. | Compound | PC-3 | SF-295 | SF-268 | DU-145 | HCC-2998
31 | Cc1csc(NC(c2ccc(Br)cc2)c2cn(C)c3ccccc23)n1 (configuration not stated) | 73 | 77 | 100 | 101 | 97
32 | N#Cc1nnc2c(C#N)c(NC(=O)c3ccccc3)nn2c1N | 97 | 99 | 97 | 115 | 97
33 | Cc1ccc(C2=NN3C(C2)c2cc(Cl)ccc2OC32CCN(Cc3ccccc3)CC2)o1 (configuration not stated) | nt | 98 | 84 | 102 | 104
34 | Cn1cc(-c2nc(-c3c[nH]c4c(Cl)nccc34)cs2)c2ccccc21 | 86 | 103 | 98 | 93 | 94
35 | C=C1C(=O)O[C@H]2[C@H]1CC/C(COC(=O)NCc1ccc(Cn3c(=O)sn(CCCCl)c3=O)cc1)=C\CC[C@@]1(C)O[C@@H]21 | 67 | 101 | 45 | 8.0* | 91
36 | CCC(O)CN(C)C (configuration not stated) | 93 | 101 | 105 | 113 | 106
37 | O=C(Cc1ccccc1)N(CCO)CCO | 99 | 98 | 97 | 102 | 108
38 | CS(=O)(=O)c1ccc(-c2nn(-c3ccc(F)cc3)cc2C=O)cc1 | 97 | 107 | 102 | 106 | 110
39 | O=C1/C(=C/c2ccc(O)cc2O)Oc2cc(O)ccc21 | 98 | 100 | 104 | 107 | 112
40 | N/N=C(\N)c1ncc(-c2ccc(C(F)(F)F)cc2)c(NC2CCCCCC2)n1 | 65 | nt | 100 | 109 | 104
41 | O=C(c1ccccc1)c1ccc(N2C(=O)C3C4c5ccccc5C(/C=C/C(=O)c5ccccn5)(c5ccccc54)C3C2=O)cc1 (configuration not stated) | 28 | 11 | 43 | 21 | 25
42 | COc1ccc(N2CCN(CCC3=C(C)NC4OC(c5ccccc5)=NN4C3=O)CC2)cc1 (configuration not stated) | 100 | 106 | 98 | 107 | 115
43 | COc1ccc(-c2nc3sccn3c2-c2nc3ccccc3[nH]2)cc1 | 84 | nt | 113 | 108 | 90
44 | Cc1ccc2c(n1)C(=O)C(Br)=C(CCc1ccccc1)C2=O | 97 | 100 | 99 | 102 | 105
45 | Nc1nc(=O)[nH]c(=O)[nH]1 | 80 | 111 | 98 | 100 | 97

No. | SF-539 | SNB-19 | U251 | SNB-75
31 | 105 | 99 | 90 | nt
32 | 94 | 95 | 98 | 85
33 | 93 | 97 | 89 | 84
34 | 91 | 95 | 86 | 108
35 | -7.2* | 76 | 58 | 70
36 | 95 | 100 | nt | 67
37 | 110 | 108 | 103 | 90
38 | 95 | 96 | 105 | 91
39 | 100 | 101 | 102 | 99
40 | 101 | 95 | 93 | 87
41 | -11* | 28 | 2.1* | 47
42 | 109 | 98 | 102 | 84
43 | 108 | 104 | 96 | 83
44 | 105 | 103 | 93 | 96
45 | 92 | 96 | 107 | nt

Ordered by length of the SMILES (largest number first): 14 of the compounds above.
No. | Compound | PC-3 | SF-295 | SF-268 | DU-145 | HCC-2998
35 | C=C1C(=O)O[C@H]2[C@H]1CC/C(COC(=O)NCc1ccc(Cn3c(=O)sn(CCCCl)c3=O)cc1)=C\CC[C@@]1(C)O[C@@H]21 | 67 | 101 | 45 | 8.0* | 91
41 | O=C(c1ccccc1)c1ccc(N2C(=O)C3C4c5ccccc5C(/C=C/C(=O)c5ccccn5)(c5ccccc54)C3C2=O)cc1 (configuration not stated) | 28 | 11 | 43 | 21 | 25
28 | Cc1ccc(S(=O)(=O)CCc2nc(S(=O)(=O)c3ccc(C)cc3)c(NCCCN3CCOCC3)o2)cc1 | 86 | 94 | 92 | 101 | 108
33 | Cc1ccc(C2=NN3C(C2)c2cc(Cl)ccc2OC32CCN(Cc3ccccc3)CC2)o1 (configuration not stated) | nt | 98 | 84 | 102 | 104
40 | N/N=C(\N)c1ncc(-c2ccc(C(F)(F)F)cc2)c(NC2CCCCCC2)n1 | 65 | nt | 100 | 109 | 104
34 | Cn1cc(-c2nc(-c3c[nH]c4c(Cl)nccc34)cs2)c2ccccc21 | 86 | 103 | 98 | 93 | 94
38 | CS(=O)(=O)c1ccc(-c2nn(-c3ccc(F)cc3)cc2C=O)cc1 | 97 | 107 | 102 | 106 | 110
43 | COc1ccc(-c2nc3sccn3c2-c2nc3ccccc3[nH]2)cc1 | 84 | nt | 113 | 108 | 90
44 | Cc1ccc2c(n1)C(=O)C(Br)=C(CCc1ccccc1)C2=O | 97 | 100 | 99 | 102 | 105
32 | N#Cc1nnc2c(C#N)c(NC(=O)c3ccccc3)nn2c1N | 97 | 99 | 97 | 115 | 97
39 | O=C1/C(=C/c2ccc(O)cc2O)Oc2cc(O)ccc21 | 98 | 100 | 104 | 107 | 112
26 | CCOC(=O)c1cc2nc(OCC)nc(OCC)c2[nH]1 | 87 | 117 | 120 | 124 | 117
37 | O=C(Cc1ccccc1)N(CCO)CCO | 99 | 98 | 97 | 102 | 108
36 | CCC(O)CN(C)C (configuration not stated) | 93 | 101 | 105 | 113 | 106

No. | SF-539 | SNB-19 | U251 | SNB-75
35 | -7.2* | 76 | 58 | 70
41 | -11* | 28 | 2.1* | 47
28 | 99 | 102 | 98 | 72
33 | 93 | 97 | 89 | 84
40 | 101 | 95 | 93 | 87
34 | 91 | 95 | 86 | 108
38 | 95 | 96 | 105 | 91
43 | 108 | 104 | 96 | 83
44 | 105 | 103 | 93 | 96
32 | 94 | 95 | 98 | 85
39 | 100 | 101 | 102 | 99
26 | 106 | 95 | 106 | 91
37 | 110 | 108 | 103 | 90
36 | 95 | 100 | nt | 67

(listing goes on)
No. | Compound | PC-3 | SF-295 | SF-268 | DU-145 | HCC-2998
46 | CNC(=O)c1nnn(-c2ccccc2)c1N | 101 | 104 | 98 | 116 | 102
47 | CCOc1c(C#N)c(=Nc2ccc(S(N)(=O)=O)cc2)c(C#N)c2n1CC(c1ccccc1)=NN2 | 91 | 102 | 98 | 101 | 111
48 | Brc1sc2ccccc2c1Br | 98 | 115 | 96 | 106 | 108
49 | O=C1C=C(OCC=C(C(F)(F)F)C(F)(F)F)c2ccccc2C1=O | -19* | nt | 0.6* | -15* | -12*
50 | COc1cc(C)c(Br)c(C)c1 | 98 | 96 | 107 | 106 | 89
51 | C#Cc1cccc(NC(=O)c2ccc(Cl)cc2Cl)c1 | 83 | 107 | 99 | 112 | 113
52 | CC(=O)c1ccc(Nc2ccnc(SCC(=O)c3ccc(-c4ccccc4)cc3)n2)cc1 | 81 | 91 | 95 | 84 | 100
53 | Cc1c(C(=O)NCCN2CCOCC2)cn2ncnc(Oc3ccc(NC(=O)Nc4ccc(Cl)c(C(F)(F)F)c4)cc3)c12 | 11 | -29* | 29 | 42 | 51
54 | NC(N)=N/N=C(\C=C\c1ccccc1)C(=O)O | 96 | 102 | nt | 109 | 109
55 | COc1ccc(COC(C)=O)cc1 | 95 | 116 | 101 | 110 | 114
56 | C[n+]1ccccc1C(=O)NCc1ccc(Cl)cc1Cl | 95 | 110 | 100 | 108 | 110
57 | N#Cc1ccccc1C1CC(c2ccc(N3CCNCC3)cc2)=NN1 (configuration not stated) | 83 | 104 | 100 | 104 | 97

No. | SF-539 | SNB-19 | U251 | SNB-75
46 | 98 | 99 | 102 | 104
47 | 96 | 91 | 99 | 85
48 | 107 | 115 | 118 | 96
49 | nt | 61 | 40 | 67
50 | 99 | 99 | 100 | 98
51 | 96 | 97 | 91 | 106
52 | 87 | 97 | 100 | 108
53 | -2.9* | 20 | 14 | 22
54 | 99 | 117 | 105 | 103
55 | 107 | 114 | 107 | 114
56 | 109 | 101 | 92 | 102
57 | 105 | 95 | 95 | 91

High-throughput results from PubChem BioAssay.

The order is random; any-hit rate near 9.9%.
